Source: PubChem BioAssay
GlmU inhibition: inhibition of mycobacterial GlmU enzyme – biochemical, glucosamine-1-phosphate acetyltransferase (AID 1376); Bifunctional protein GlmU (Mycobacterium tuberculosis (strain ATCC 25618 / H37Rv)); M. tuberculosis GlmU acetyltransferase enzyme assay; higher % means a stronger effect; inhibition, %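 (tested at 30 µM in the primary screen)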, or IC50 in µM where a hit was titrated; 0.25% of 220,000 active; in the data active = inhibition above about 13%; inconclusive = no clear call, values can overlap the other calls;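 also: 0% = complete reaction with vehicle and 100% = reaction without substrate; strong numbers were not always called active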
RmlCD inh 1536: M. tuberculosis RmlC/RmlD coupled enzyme inhibitors, primary screen, biochemical, compound mixtures, 384-well, from 1536-well plates | dTDP-4-dehydrorhamnose reductase (Mycobacterium tuberculosis (strain ATCC 25618 / H37Rv)) … | RmlC+RmlD coupled enzyme assay, percent inhibition; primary screen in compound mixtures | inhibition, % at 3.6 µM | 0.03% of 160,000 active; in the data active = inhibition mostly above about 34%, no sharp cut-off; inconclusive = no clear call, values can overlap the other calls; inactive = mostly below about 22%; also: some results filed as inactive read as strong as hits
Target sequence (P9WH09 whole entry, looked up): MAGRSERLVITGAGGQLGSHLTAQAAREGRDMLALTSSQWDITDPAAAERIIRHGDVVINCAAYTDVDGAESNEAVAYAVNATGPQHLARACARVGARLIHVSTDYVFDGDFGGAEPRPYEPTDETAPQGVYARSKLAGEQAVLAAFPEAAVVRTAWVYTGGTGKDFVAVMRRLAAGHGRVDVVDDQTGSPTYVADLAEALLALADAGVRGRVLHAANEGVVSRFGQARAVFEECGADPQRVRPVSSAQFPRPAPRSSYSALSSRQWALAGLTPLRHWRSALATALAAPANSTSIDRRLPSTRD
Target sequence (P9WH11 whole entry, looked up): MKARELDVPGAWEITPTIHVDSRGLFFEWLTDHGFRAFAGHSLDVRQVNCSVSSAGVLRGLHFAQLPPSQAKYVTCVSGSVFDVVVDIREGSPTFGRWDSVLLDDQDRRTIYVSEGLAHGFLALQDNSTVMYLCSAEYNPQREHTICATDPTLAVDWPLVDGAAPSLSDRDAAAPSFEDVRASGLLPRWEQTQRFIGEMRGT
Starred values were filed as active, the others as inactive; ? = inconclusive; . = not tested or not shown. Only part of the results is shown. The share of hits here may be higher or lower than overall.

SMILES | GlmU inhibition | RmlCD inh 1536
COC(=O)C1=C(C)NC2=C(C(=O)c3ccccc32)C1c1ccc(-c2ccc(C(=O)O)cc2)o1 (stereo unspecified) | 6.7% | 7.0
CCN(CC)S(=O)(=O)c1ccc2[nH]c(=O)cc(C(=O)Nc3cccc(C(C)=O)c3)c2c1 | -0.1% | -9.2
CCCN(CCC)CCNC(=O)C1CCCN(S(=O)(=O)c2ccc3c(c2)oc(=O)n3C)C1 (stereo unspecified) | -0.1% | 9.4
CCNC(=O)CC1SC(=Nc2ccc(C)cc2)N(CC)C1=O (stereo unspecified) | 6.0% | -1.4
O=C(c1ccccc1Cl)N1CCC(n2cccc2)CC1 | 1.4% | 7.4
Cc1ccc(O)c(-c2cc(-c3ccccc3F)[nH]n2)c1 | 0.3% | 5.0
O=C(NC1(C(F)(F)F)N=C2SCCN2C1=O)c1ccccc1F (stereo unspecified) | -1.1% | 43.9
CCOc1ccc(OCC)c(NC(=O)CSCC(=O)O)c1 | 2.7% | 6.3
Cc1cccc(/C=C2/SC(=O)N(Cc3ccccc3)C2=O)n1 | -3.5% | -16.1
O=C(CCCn1cc([N+](=O)[O-])cn1)N1CCCCC1 | -0.3% | 6.7
Cc1cccc2cc(C(c3nnnn3CC3CCCO3)N3CCCc4ccccc43)c(=O)[nH]c12 (stereo unspecified) | 3.5% | -9.4
Cc1cccc2cc(COC(=O)c3cccnc3)c(=O)[nH]c12 | -6.1% | 9.5
O=C(CN1C(=O)c2ccccc2C1=O)Nc1ccccc1F | 1.7% | .
COc1ccc(NC(=O)N2CCC3(CC2)OCCO3)c(OC)c1 | 2.2% | -2.7
COc1ccc(CNC(=O)/C=C/c2cc3c(cc2Br)OCO3)cc1 | 2.2% | 1.9
CCN1CCN(CCCNC(=O)C(NC(=O)C2CCC(C)CC2)C(C)C)CC1 (stereo unspecified) | -2.3% | .
COCCN(C(=O)CCC(=O)Nc1cccnc1)C(C(=O)NC1CCCCC1)c1ccccc1 (stereo unspecified) | 0.9% | .
COC(=O)c1ccc(NC(=O)C2CCCN2S(=O)(=O)c2ccc(F)cc2)cc1 (stereo unspecified) | 0.5% | .
O=C(NC(=S)Nc1nc2c(ccc3ccccc32)s1)c1cccs1 | 5.1% | 3.4
CCCSc1nnc(Nc2ccccc2C)s1 | -3.6% | 43.9
COc1cc(NC(=S)NCc2cccnc2)cc(OC)c1OC | -2.4% | -18.2
O=C(c1cc2ccccc2oc1=O)N(Cc1ccccc1)Cc1ccc2c(c1)OCO2 | 1.7% | .
Nc1nnc(CC(=O)N/N=C/c2cccc(OCCOc3ccccc3)c2)s1 | 1.9% | 0.9
O=C(CCNc1n[nH]c(=O)[nH]c1=O)N/N=C/c1ccccc1Br | 2.1% | 8.1

Part of the list above in order of SMILES length, falling.
SMILES | GlmU inhibition | RmlCD inh 1536
CCN1CCN(CCCNC(=O)C(NC(=O)C2CCC(C)CC2)C(C)C)CC1 (stereo unspecified) | -2.3% | .
O=C(NC(=S)Nc1nc2c(ccc3ccccc32)s1)c1cccs1 | 5.1% | 3.4
COc1cc(NC(=S)NCc2cccnc2)cc(OC)c1OC | -2.4% | -18.2

(continued)
SMILES | GlmU inhibition | RmlCD inh 1536
CC(=O)Nc1cc(C(=O)N2CCN(C)CC2)ccc1S(=O)(=O)c1ccc(C)cc1 | -2.8% | 0.2
CCCc1nc2sc3c(c2c(=O)n1NC(=O)c1ccco1)CC(C)(C)OC3 | 4.3% | -1.1
Cc1[nH]nc(SCC(=O)N2CCCC2)c1[N+](=O)[O-] | 3.6% | -10.8
O=C(OCC(=O)N1CCc2ccccc21)c1cncc(Br)c1 | 2.0% | 10.3
COc1cc([N+](=O)[O-])cc2cc(C(=O)N3CCN=C3c3ccccc3)c(=O)oc12 | -1.6% | 9.3
Nc1cccc(C(=O)N/N=C/c2ccsc2)c1 | 5.3% | -10.1
COc1ccc(OC)c(NC(=O)/C=C/c2ccccc2[N+](=O)[O-])c1 | 0.3% | -6.7
CCOC(=O)c1ccc(Nc2nc(-c3cccnc3)nc3ccccc23)cc1 | -1.2% | .
COCc1ccccc1Cn1cnc2c1c(=O)n(C)c(=O)n2C | -1.7% | 2.4
CCc1ccc(NC(=O)Cn2c(=O)n(CCCC(=O)NCc3ccco3)c(=O)c3ccccc32)cc1 | -0.2% | 7.7
COc1cc(C(=O)Nc2ccc(C(C)=O)cc2)c(Br)c(OC)c1OC | 2.0% | -7.4
CCOC(=O)c1ccc(NCC(O)COc2ccccc2)cc1 (stereo unspecified) | 0.6% | .
Cc1sc2ncn(CC(=O)NCC(=O)N(C)C3CCCCC3)c(=O)c2c1C | -0.8% | 5.5
COc1ccccc1N(CC(=O)NC1CCCC1)C(=O)c1oc(C(C)(C)C)cc1C | 1.6% | .
O=c1ccn(Cc2ccccc2)c2ccccc12 | -1.1% | .
Cc1cc(C)nc(N2CCN(c3ncnc4c3cnn4Cc3ccc(Cl)cc3Cl)CC2)n1 | -1.6% | .
Nc1nnc(SCc2nnc(-c3ccccc3)o2)s1 | -3.7% | -8.7
Cc1ccc(C(=O)Nc2ccccc2Sc2ccccc2)cc1 | -2.1% | 63.9
Cc1nc2c(Br)c(C)nn2c2c1CCC2 | -1.9% | 5.3
CCOc1ccc(/C(O)=C2\C(=O)C(=O)N(c3cc(C)on3)C2c2ccccc2OC)cc1 (stereo unspecified) | 0.9% | 15.6
CC(C)n1nnnc1C(c1ccc(F)cc1)N1CCN(C2CCCC2)CC1 (stereo unspecified) | -3.5% | 3.6
COc1cc(-c2cc(=O)c3c(O)c(OC)c(OC)cc3o2)cc(OC)c1O | -2.7% | .
CCOc1ccc(CSC(CC(=O)O)C(=O)O)cc1 (stereo unspecified) | 0.9% | 10.8
COc1ccc(NC(=S)N(CCCN2CCOCC2)C(C)c2cc3ccccc3o2)cc1 (stereo unspecified) | 4.2% | -6.9
O=C(CSc1nnc(COc2ccccc2)o1)N1CCN(c2ccccc2)CC1 | -0.5% | .
COCCN(CCOC)c1cc(C)c(C#N)c2nc3ccccc3n12 | -3.0% | 5.6
OC(COc1ccc2ccccc2c1)CN1CCOCC1 (stereo unspecified) | 2.5% | 6.6
COC(=O)Cn1c(=NC(=O)c2ccc(OC)c(OC)c2)sc2cc(OC)ccc21 | 2.2% | -10.0
Cc1nn(C(C)C(=O)O)c(C)c1[N+](=O)[O-] (stereo unspecified) | 3.8% | 7.3
O=C(O)c1ccccc1-c1nc2ccccc2[nH]1 | -0.8% | .
COC(=O)c1cc(C#N)c(NCc2ccc(Cl)cc2Cl)nc1C | -3.0% | 9.3
Cc1nc2cc(N3CCCCC3)c(NC(=O)c3cccnc3)cc2c(=O)n1Cc1ccccc1 | 2.3% | -3.7
COc1ccc(-c2ccc(CCC(=O)O)n2NC(N)=O)cc1 | -1.6% | -5.6
O=C(/C(C=Nc1ccc(Br)cc1)=C(/O)c1ccco1)C(F)(F)F | -2.8% | -3.0
O=C(CSc1ncn[nH]1)Nc1nnc(-c2ccccc2)s1 | -4.9% | .
CC(C)CN1C(=O)/C(=C/c2ccco2)NC1=S | 7.7% | -1.1
CCOc1cc(NC(=S)N2CCC(C(N)=O)CC2)c(C(=O)OC)cc1OCC | 2.5% | 7.6
CCCCCC1CC(CC#CCN2CCOCC2)C(=O)O1 (stereo unspecified) | 7.1% | .
CC(=O)c1c(N2CCN(C)CC2)nc(=S)n(Cc2ccccc2)c1C | -4.2% | -5.6
COc1ccc(CNC(=O)/C=C/c2cc([N+](=O)[O-])ccc2OC(F)F)cc1OC | -0.7% | .
Cc1[nH]nc(SCC(=O)NCc2ccc(Cl)cc2)c1[N+](=O)[O-] | 2.8% | 1.7
c1ccc(COc2ccccc2CNC2CCCC2)cc1 | 1.5% | 5.6
CC1CCc2nc(/C(C#N)=C/c3ccncc3)sc2C1 (stereo unspecified) | 2.4% | 3.4
O=C(CN1CCN(c2ccccc2)CC1)Nc1cccc([N+](=O)[O-])c1 | -0.3% | 4.2
CCCCOC(=O)c1ccc(NC(=O)C(=O)NCC2CCCO2)cc1 (stereo unspecified) | 0.7% | 7.1
ClC1(Cl)CC1Cn1cnc2ccccc21 (stereo unspecified) | 0.2% | .
COc1ccc(CCNC(=O)CCC(=O)Nc2ccc3nc(N4CCN(C)CC4)cc(C)c3c2)cc1OC | 4.8% | -14.5
CC12CCC(C(=O)N(NC(=O)c3ccc(O)cc3)C1=O)C2(C)C (stereo unspecified) | 4.3% | .

Entries of single compounds as entered above:
Cc1[nH]nc(SCC(=O)NCc2ccc(Cl)cc2)c1[N+](=O)[O-] across the screens: GlmU inhibition: 2.8%; RmlCD inh 1536: 1.7
CC(=O)c1c(N2CCN(C)CC2)nc(=S)n(Cc2ccccc2)c1C across the screens: GlmU inhibition: -4.2%; RmlCD inh 1536: -5.6
CCOc1cc(NC(=S)N2CCC(C(N)=O)CC2)c(C(=O)OC)cc1OCC across the screens: GlmU inhibition: 2.5%; RmlCD inh 1536: 7.6

Following part
SMILES | GlmU inhibition | RmlCD inh 1536
COc1cccc(-c2nc(NC(C)C)c3ccccc3n2)c1O | -5.3% | 18.6
CCc1nnc(NC(=O)CCc2c[nH]c3ccccc23)s1 | 5.5% | -11.2
COc1cc(NC(=O)C2CC2)c(OC)cc1NC(=O)CCC(=O)NC1CCN(Cc2ccccc2)CC1 | 0.1% | -3.7
CCOCCCNC(=O)C1CCC(CNS(=O)(=O)c2ccc(Cl)cc2)CC1 (stereo unspecified) | 5.3% | 7.1
CCC(CC)C(=O)N1CCN(Cc2nc3ccccc3c(=O)[nH]2)CC1 | -4.8% | -8.0
O=C(/C=C1\SC(=O)N(CC(=O)Nc2ccc(F)cc2)C1=O)Nc1ccc(Cl)cc1 | 4.5% | 3.8
N#Cc1c(N)n(CCc2ccc(F)cc2)c2nc3ccccc3nc12 | 5.2% | .
CC(C)(C)c1nnc(N/N=C/c2cc(Br)ccc2O)n(N)c1=O | 1.3% | .
O=C(CCCOc1ccc(Cl)cc1Cl)N1CCN(c2ccccn2)CC1 | 0.5% | -7.0
Cc1ccc(-n2nc3c(c2NC(=O)C(C)(C)C)CSC3)c(C)c1 | 4.0% | .
O=C(N/N=C/c1c[nH]c2ccccc12)c1cc(-c2cccc3ccccc23)n[nH]1 | -3.6% | .
COc1ccccc1NS(=O)(=O)c1ccc(O)c(C(N)=O)c1 | -5.1% | 8.8
Cn1c(C(=O)N2CCCC(C(=O)c3ccc(C(F)(F)F)cc3)C2)cc(=O)n(C)c1=O (stereo unspecified) | 7.4% | -6.2
C#CCN1CCN(c2ccc(F)cc2)CC1 | 3.4% | 4.2
COCc1c(C(=O)Nc2ccc(Cl)cc2F)oc2ccccc12 | -2.9% | -1.5
COc1cc(CNC(=O)c2nc(Cn3nc(C)c(Br)c3C)no2)cc(OC)c1 | 1.2% | -3.4
CSCCC(NC(=O)c1cccc([N+](=O)[O-])c1)c1nc2ccccc2[nH]1 (stereo unspecified) | -2.8% | .
Cc1cc(C)c2sc(NNC(=O)c3ccc(S(=O)(=O)N4CCc5ccccc5C4)cc3)nc2c1 | 1.6% | .
CC1CCCC(C)N1C(=O)Cn1c(=O)sc2ccccc21 (stereo unspecified) | -3.6% | 6.6
O=C(c1ccccc1)c1cc2ccc(O)cc2oc1=O | 9.8% | -6.6
COC(=O)c1cccc(S(=O)(=O)N(Cc2ccco2)Cc2cc3cc(OC)c(OC)cc3[nH]c2=O)c1 | 3.9% | -1.3
CNCCc1ccccc1 | 5.5% | .
CCCCC1(C)OC(=O)C(=Cc2c[nH]c3ccccc23)C(=O)O1 (stereo unspecified) | -8.0% | 6.6
CCOC(=O)c1ccc(N2C(=O)CC(N3CCC(C#N)(c4ccccc4)CC3)C2=O)cc1 (stereo unspecified) | 1.1% | -11.5
O=C(CSc1nc2ccc([N+](=O)[O-])cc2s1)c1ccc2ccccc2c1 | 2.9% | -19.7
O=C(CSc1nnc(-c2cccnc2)n1Cc1ccccc1)NCc1ccco1 | -2.0% | ?
O=C(NCCNS(=O)(=O)c1ccccc1Cl)c1cc(OCC(F)(F)F)ccc1OCC(F)(F)F | 0.8% | 6.6
CC1(C)NC(=O)N(CCCCOc2ccc(Cl)cc2)C1=O | -3.4% | .
O=C(O)CCC(CNS(=O)(=O)c1ccccc1)C(F)(F)F (stereo unspecified) | 7.8% | -5.5
Cc1cccc(-n2ncc3c(N4CCC5(CC4)OCCO5)ncnc32)c1 | -3.1% | .
COC(=O)c1ccc(-c2ccc(C(=O)N3CCCN(C)CC3)cc2)cc1 | -1.1% | .
CC(=O)Nc1ccc(SCC(=O)N(C)C2CCS(=O)(=O)C2)cc1 (stereo unspecified) | 6.4% | -7.2
CSCCC(NC(=O)c1cccc([N+](=O)[O-])c1)C(=O)O (stereo unspecified) | -1.0% | .
O=C(Cn1cccc1C(=O)c1ccccc1)NCc1cccnc1 | 3.1% | .
Cc1c(NC(=O)Cc2ccccc2)cccc1C(=O)NN1C(=O)c2ccccc2C1=O | 2.4% | -8.6
CCOCCc1nnc(NC(=O)c2cc(OC)c(OC)c(OC)c2)s1 | -4.5% | .

Fetched by compound from the entries so far:
SMILES | GlmU inhibition | RmlCD inh 1536
O=C(Cn1cccc1C(=O)c1ccccc1)NCc1cccnc1 | 3.1% | .
CCOCCc1nnc(NC(=O)c2cc(OC)c(OC)c(OC)c2)s1 | -4.5% | .
O=C(CSc1nc2ccc([N+](=O)[O-])cc2s1)c1ccc2ccccc2c1 | 2.9% | -19.7

(continued)
SMILES | GlmU inhibition | RmlCD inh 1536
CC(=O)NCC(=O)N(C)C(C(=O)Nc1ccc2c(c1)OCCO2)c1ccccc1 (stereo unspecified) | -0.3% | 0.9
CCOC(=O)C1=C(C)N(c2ccc(C)cc2)C(=O)/C1=C\c1cccs1 | -2.6% | 3.8
COc1ccc2c(C)cc(=O)oc2c1C | -2.6% | -5.8
O=C(CCCSc1nc2ccccc2[nH]1)NCc1ccccc1F | -3.5% | -8.4
